KAT2A inh: inhibitors of human GCN5L2 histone acetyltransferase. 0.21% of 390,000 active. Potency, µM (series often up to 58.9 µM), for the others: at the top dose activity change, negative = inhibition, actives largely listed as inhibitors. GCN5L2 HAT assay, ThioGlo1 CoA-SH fluorescence. Q92830. AID 504327
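Titration-based screen in which CoA formation is detected via maleimide probe ThioGlo1 (50uM) turning fluorescent on thiol reaction; substrates H3(1-25) 75uM and acetyl-CoA 70uM, GCN5L2 20nM, 20 min incubation at room temperature.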
TDP1 cell noCPT: qHTS for Inhibitors of human tyrosyl-DNA phosphodiesterase 1 (TDP1): qHTS in cells in absence of CPT | DT40 Tdp1-/- hTDP1 cells, no CPT, ATP luminescence, 48 h | Potency, µM (highest dose often 46.2 µM), without a hit: top-dose activity change, negative = growth inhibition, actives largely listed as inhibitors | 15% of 420,000 active | AID 686978, 2013; also: nearly all actives have a fitted effect of over 55% in size
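Compound effects on proliferation are scored in DT40 Tdp1-/-;hTDP1 cells in the absence of CPT. ATP levels (CellTiter-Glo luminescence) are recorded after a ≥48 hr, 37 °C incubation.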
TDP1 block: inhibitors of human tyrosyl-DNA phosphodiesterase TDP1 | Q9NUW8 | recombinant TDP1, AlphaScreen DNA substrate cleavage | Potency, µM (highest dose often 130 µM), for inactives: at the highest dose activity change, negative = inhibition, usual class: inhibitors | 0.28% of 350,000 active; also: nearly all actives have a fitted effect of over 40% in size
Target sequence (Q9NUW8 whole entry, looked up): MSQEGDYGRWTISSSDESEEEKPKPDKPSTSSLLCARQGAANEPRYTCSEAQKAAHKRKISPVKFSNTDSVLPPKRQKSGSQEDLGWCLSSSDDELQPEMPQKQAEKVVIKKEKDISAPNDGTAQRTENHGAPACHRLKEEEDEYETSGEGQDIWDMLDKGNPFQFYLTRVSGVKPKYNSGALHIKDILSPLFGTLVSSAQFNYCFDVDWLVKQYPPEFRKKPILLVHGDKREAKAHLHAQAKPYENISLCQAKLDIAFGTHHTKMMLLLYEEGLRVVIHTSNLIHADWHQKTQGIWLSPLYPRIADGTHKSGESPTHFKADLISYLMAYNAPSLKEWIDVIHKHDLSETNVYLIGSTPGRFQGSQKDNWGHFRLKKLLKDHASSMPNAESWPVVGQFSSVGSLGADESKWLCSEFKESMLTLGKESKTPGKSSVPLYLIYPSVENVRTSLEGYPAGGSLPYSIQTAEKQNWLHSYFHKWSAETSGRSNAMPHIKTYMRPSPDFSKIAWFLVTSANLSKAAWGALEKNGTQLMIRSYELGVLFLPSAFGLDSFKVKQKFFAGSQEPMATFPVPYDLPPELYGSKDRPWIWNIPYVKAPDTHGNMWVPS
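Recombinant human Tdp1 (E. coli-expressed, 1 nM final) preincubated with compounds 15 min at room temperature, then 5'-biotin/3'-phosphotyrosine-FITC DNA substrate (15 nM final) added for 5 min. AlphaScreen beads (10 ug/ml final) added 10 min; cleavage lowers signal.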
Numbers without * were called inactive; u = inconclusive; x = not tested or not shown; & = joins results of further samples; [ ] = another dose, or the depositor's remark. Calls follow the shape of the dose curve; as a rule, active = well fitted curve in the direction sought with a large enough effect; inconclusive = small, poorly fitted or top-dose-only effect, or another doubt; inactive = no such curve, though single readings can be large; an effect the other way counts as inactive or inconclusive. % is scaled to controls: 0 for no effect and ±100 for the full control effect; potency is read from the fitted curve at half-maximal effect. Some of the compounds tested; count on the stated rates, not on these rows.

structure | KAT2A inh | TDP1 cell noCPT | TDP1 block
CNC(=S)N/N=C/c1ccc(OCc2ccccc2)c(Br)c1 | -9% | 10µM* | 4%
CC(=O)Nc1ccc(NC(=O)Nc2ccccc2)cc1 | -3% | 27% | x
CC(C)NS(=O)(=O)c1ccc(CCC(=O)N2CCCC2)cc1 | 0% | -1% | 5%
O=S(=O)(c1ccccc1)N1N=C(c2ccc(Cl)cc2)CC1c1ccco1 (centres undefined) | -15% | u | 1%
CN(C)S(=O)(=O)c1cc(C(=O)O)c(NC2CCCCC2)cc1Cl | 3% | -16% | 1%
Cc1ccc2c(c1)[C@H]1[C@H](CO2)[C@H](c2ccccc2)[C@]2(C)C(=O)NCC(=O)N12 | 3% | -2% | 0%
Cc1cc(C)n(-c2nc3ccccc3nc2N2CCC(C)CC2)n1 | -3% | -26% | -13%
Cn1ccnc1C1CCCCN1Cc1nc(Cc2cccc(C(F)(F)F)c2)no1 (centres undefined) | -9% | u | 3%
COc1ccc(CN2CCN(C(=O)c3cccs3)CC2)cc1Br | -8% | u | 0%
COc1ccc(NC(=O)CN2CC(C)OC(C)C2)cc1Cl (centres undefined) | -7% | -9% | 3%
CCN(CC(=O)Nc1ccc(OC)c(Cl)c1)CC(=O)NC(C)C | -2% | -15% | -3%
Cc1ccc(CNC(=O)C(C(C)C)N2Cc3ccccc3C2=O)cc1 (centres undefined) | -2% | u | 5%

Brought forward from above: three entries, then new ones.
structure | KAT2A inh | TDP1 cell noCPT | TDP1 block
COc1ccc(NC(=O)CN2CC(C)OC(C)C2)cc1Cl (centres undefined) | -7% | -9% | 3%
CCN(CC(=O)Nc1ccc(OC)c(Cl)c1)CC(=O)NC(C)C | -2% | -15% | -3%
Cc1ccc(CNC(=O)C(C(C)C)N2Cc3ccccc3C2=O)cc1 (centres undefined) | -2% | u | 5%
CC1=C(C(=O)Nc2ccccc2)C(c2ccncc2)n2nc(SCc3ccccc3Cl)nc2N1 (centres undefined) | -8% | -15% | 9%
Cc1ccc2c(c1)-n1c(nc3cc(C)ccc3c1=O)C(Cc1ccccc1)NC2=O (centres undefined) | -5% | x | 2%
CONc1nc(NC(C)(C)C)nc(OCC#N)n1 | 1% | -10% | 3%
Cc1ccc(NC2=NCCCCC2)cc1 | -9% | -4% | 3%
O=C(O)C1Cc2ccccc2CN1S(=O)(=O)/C=C/c1ccccc1 (centres undefined) | -10% | 0% | 5%
CCOC(=O)c1cnc(SCc2ccc(C)cc2)nc1N | -4% | -9% | -2%
COc1ccccc1NC(=O)/C=C\c1ccco1 | 1% | -28% | x
Cc1cnc(C(=O)Nc2ccc3c(c2)CCC3)cn1 | -2% | -2% | 1%
O=C(O)C/C=C(\NC(=O)OCc1ccccc1)C(=O)OCc1ccccc1 | -7% | 8% | -1%
Cc1nnc(NC(=O)c2cc(S(=O)(=O)N(C)C)ccc2N2CCCC2)s1 | -12% | u | 1%
OC(c1ccc(F)cc1)(C1CCCCC1)C(CN1CCOCC1)c1ccccc1 (centres undefined) | -10% | -29% | x
COC(=O)c1cc(S(=O)(=O)NCc2ccccc2OC)cn1C | 1% | 8.2µM* | 3%

Remaining list, next part.
structure | KAT2A inh | TDP1 cell noCPT | TDP1 block
Cc1c(NC(=O)C2(c3ccccc3)CCCC2)c(=O)n(-c2ccccc2)n1C | -4% | 0% | 4%
COc1ccc(C(c2nnnn2C2CCCC2)N2CCC(C)CC2)cc1 (centres undefined) | -3% | 23µM* | 1%
CCc1cc(=O)[nH]c(SCC(=O)NCC2CCCO2)n1 (centres undefined) | -2% | -19% | 2%[0.505 µM]
Cc1ccc(N2C(=O)C(CN3CCCC3)C2c2ccccc2)cc1 (centres undefined) | -3% | 23µM* | 4%
O=C(CCCn1c(=O)c2ccccc2n(CC(=O)Nc2ccc(F)cc2F)c1=O)NCc1ccccc1Cl | -7% | u | 5%
COc1ccc(-n2c(COc3cccc4ccccc34)nnc2SC(C)C(=O)O)cc1 (centres undefined) | -2% | u | 3%
Cn1c(NN)nc2c1c(=O)n(Cc1ccccc1)c(=O)n2C | -7% | 2% | x
Cc1ccc(N=Cc2sccc2C)cc1C | 2% | -4% | -1%
COc1ccc(N2CCN(S(=O)(=O)CCNC(=O)c3c(F)cccc3Cl)CC2)cc1 | -4% | -22% | 7%
CCc1ccc(NC2=NCC(c3ccccc3)S2)cc1 (centres undefined) | -10% | u | 0%
C#CCn1c(=O)cc(C)c2ccccc21 | -4% | 6% | -3%
CCCCn1c(SCC(=O)N2CCOCC2)nc2ccccc2c1=O | -4% | -10% | -5%

Of the compounds above, two have a furan ring, fused or not.
structure | KAT2A inh | TDP1 cell noCPT | TDP1 block
O=S(=O)(c1ccccc1)N1N=C(c2ccc(Cl)cc2)CC1c1ccco1 (centres undefined) | -15% | u | 1%
COc1ccccc1NC(=O)/C=C\c1ccco1 | 1% | -28% | x

(next part)
structure | KAT2A inh | TDP1 cell noCPT | TDP1 block
Cc1ccc2nc(N3CCN(C=O)CC3)nc(-c3ccccc3)c2c1 | -8% | -19% | -5%
Cc1ccc(Oc2ncccc2COC(=O)Nc2ccccc2C)cc1 | -16% | -11% | 3%
O=C(COc1ccccc1)N1CCCC1 | 0% | 2% | 6%
N=C1/C(=C\c2ccc(-c3ccc(C(=O)O)cc3)o2)C(=O)N=C2SC=C(c3ccccc3)N12 | -2% | u | x
N#Cc1ccc(OCc2nnc(-c3ccc([N+](=O)[O-])cc3)o2)cc1 | -5% | u | 5%
CCCC1C(=O)Nc2ccccc2N1C(=O)c1cccc(C)c1 (centres undefined) | -10% | -11% | x
COc1ccc(C2NC(=S)NC(C)=C2C(=O)Nc2ccccn2)cc1OC (centres undefined) | 2% | 12% | 3%
COc1ccc(-n2ncc3c(NCC4CCCO4)ncnc32)cc1 (centres undefined) | -5% | u | 1%
O=C(Nc1ccc(F)cc1)c1cc(-c2ccccn2)nc2c(Cl)cccc12 | -1% | 0% | 0%
COc1cccc(C(=O)Nc2ccccc2N2CCN(C(=O)c3ccccc3)CC2)c1 | -10% | 21µM* | 0%
O=C1C=CC(=O)C(C2=C3C(=O)N(CCc4ccccc4)CC(=O)N3CCC2)=C1 | 14µM* | 1.3µM* | 3%
Clc1ccc(/C=N/Nc2nn[nH]n2)cc1 | -3% | -17% | 5%

Next part:
structure | KAT2A inh | TDP1 cell noCPT | TDP1 block
CC(C)CNS(=O)(=O)c1cc(C(=O)OC2CCOC2=O)c(Cl)cc1Cl (centres undefined) | -4% | 6% | -7%
O=C(COn1nnc2ccccc21)NCC1CCCCC1 | 0% | -29% | -2%
S=c1[nH]nc(CSc2nc3ccccc3s2)o1 | -2% | 3% | -6%
Cc1ccc(NC(=O)Cn2c(O)c(N=NS(=O)(=O)c3ccc(C)cc3)c3ccccc32)cc1 | 1% | 15µM* | -3%
Nc1ccccc1-c1nc2ccccc2[nH]c1=O | -1% | -25% | x
COc1ccc(S(=O)(=O)NCC2CCCO2)cc1NC(=O)c1ccc(Cl)cc1 (centres undefined) | -10% | -29% | -1%
CSCCOC(=O)COc1ccc(/C=N/NC(=O)c2c(Cl)cnn2C)cc1 | -4% | -6% | 5%
COc1ccc(C2c3c(n[nH]c3C)CC(C)(O)C2C(C)=O)cc1OC (centres undefined) | -7% | 4% | 10%
C=CCOc1ccccc1C1NC(=O)NC(C)=C1C(=O)NCc1ccccc1 (centres undefined) | 2%[0.501 µM] | 2% | 5%
COc1ccc(CC(=O)Nc2cccc(-c3cn4ccccc4n3)c2)cc1 | -7% | u | 4%
O=C(CCS(=O)(=O)c1ccccc1)N(CCCN1CCOCC1)c1nc2ccccc2s1 | -1% | 3.7µM* | 6%
Cc1ccsc1C(C(=O)NCc1ccccc1)N(C(=O)c1csnn1)c1ccccc1 (centres undefined) | -1% | u | 10%

Compound profiles (already shown). Order of values: KAT2A inh	TDP1 cell noCPT	TDP1 block
Entry for O=C1C=CC(=O)C(C2=C3C(=O)N(CCc4ccccc4)CC(=O)N3CCC2)=C1 = 14µM*	1.3µM*	3%
Entry for Cc1ccc(NC2=NCCCCC2)cc1 = -9%	-4%	3%

(next part)
structure | KAT2A inh | TDP1 cell noCPT | TDP1 block
O=C(c1cc(-c2ccccc2)nn1-c1ccccc1)N1CCN(S(=O)(=O)c2cccc(F)c2)CC1 | -5% | -18% | -12%[0.505 µM]
COC(=O)c1cc(NS(=O)(=O)c2ccc(F)cc2)ccc1N1CCOCC1 | -5% | -7% | 1%
c1ccc(C(c2ccccc2)c2noc(CN3CCN(CC4CC4)CC3)n2)cc1 | 4% | u | 3%
COc1ccc(C2CC(c3ccccc3)=NN2C(=O)c2ccc(F)cc2)cc1 (centres undefined) | -7% | 29µM* | x
CC1Cc2ccccc2N1C(=O)Cn1cnc2ccccc2c1=O (centres undefined) | -29% | u | 5%
CCOc1ccc(NC(=O)CSc2nnnn2CC(=O)O)cc1 | -2% | -18% | 6%
Cc1ccc(C(=O)c2cn(Cc3ccccc3)c3nc(C)ccc3c2=O)cc1 | -3% | u | 6%
CC1CCCN(c2ccc(C(=O)Nc3nnc(C4CC4)s3)cc2[N+](=O)[O-])C1 (centres undefined) | 3% | -1% | 6%
CCC1CCCCN1C(=O)c1ccc2c(c1)N(Cc1cccc(Cl)c1)C(=O)c1ccccc1S2(=O)=O (centres undefined) | -5% | 16µM* | 4%
Fc1ccc(C2CC(c3ccccc3)Nc3ncnn32)cc1 (centres undefined) | 0% | -25% | 4%
CNC(=O)c1c[nH]c2ccc(S(=O)(=O)Nc3cccc(Cl)c3C)cc2c1=O | -6% | u | x
COC(=O)c1ccc(NC(=O)C[n+]2ccccc2)cc1 | -13% | 14% | 2%

Further compounds
structure | KAT2A inh | TDP1 cell noCPT | TDP1 block
CC1CCC(NC(=S)NCCN(C)C)CC1 (centres undefined) | 2% | -23% | -8%
COc1ccc(-c2cncnc2-c2ccc(OC)cc2O)cc1 | -8% | u | x
CC(C)CN1CCC(=O)N([C@H](CO)c2ccccc2)CC1 | -5% | 7%&-2% | x
COC(=O)c1c(C)n(-c2ccc(OC)cc2)c2ccc(O)cc12 | -9% | 13µM* | -3%
CN(C)S(=O)(=O)c1ccc(C(=O)OCc2nnc(-c3ccccc3)o2)cc1 | 0% | -6% | x
COc1cc(C)ccc1OCc1cc(C(=O)NCCN2CCCC(O)C2)no1 (centres undefined) | -30% | -5% | 4%[56.1 µM]
NS(=O)(=O)c1ccc(CNC(=O)/C=C/c2ccccc2[N+](=O)[O-])cc1 | -8% | -20% | 3%
O=C(CSc1nnc(-c2ccc(S(=O)(=O)N3CCCC3)cc2)o1)NCc1ccco1 | -16% | -20% | -1%
O=C1OC[C@H](Cc2ccc3c(c2)OCO3)/C1=C\c1ccc2c(c1)OCO2 | -12% | 8.2µM* | x
CCc1cc2c(NCCO)ncnc2s1 | -1% | -3% | 3%
CCOC(=O)c1[nH]c2ccccc2c1NC(=O)c1ccc(OC)c(OC)c1 | 0% | u | 6%
CC1CN(C(=O)CCNS(=O)(=O)c2ccc(Br)cc2)CC(C)O1 (centres undefined) | -5% | 1% | 6%

Random excerpt: 4 entries already listed, in no set order.
structure | KAT2A inh | TDP1 cell noCPT | TDP1 block
CCOC(=O)c1cnc(SCc2ccc(C)cc2)nc1N | -4% | -9% | -2%
CCOC(=O)c1[nH]c2ccccc2c1NC(=O)c1ccc(OC)c(OC)c1 | 0% | u | 6%
CN(C)S(=O)(=O)c1ccc(C(=O)OCc2nnc(-c3ccccc3)o2)cc1 | 0% | -6% | x
O=C1C=CC(=O)C(C2=C3C(=O)N(CCc4ccccc4)CC(=O)N3CCC2)=C1 | 14µM* | 1.3µM* | 3%

(next part)
structure | KAT2A inh | TDP1 cell noCPT | TDP1 block
O=C(Cc1ccccc1)NCCC1=CCCCC1 | 1% | 21% | 3%
CCCS(=O)(=O)c1nc(S(=O)(=O)c2ccc(C)cc2)c(NCc2ccccc2)s1 | -3% | u | 3%
COc1ccccc1S(=O)(=O)Cc1ccc(C(=O)N2CCCC2)o1 | 1% | -7% | 5%
Cc1nc(-c2c(C(F)(F)F)noc2-c2ccc(O)cc2O)cs1 | 0% | u | 2%
O=C(CCN1CCN(c2ccccc2F)CC1)c1ccc(Br)cc1 | -10% | 2.9µM* | 3%
CCOC(=O)c1nc(N)sc1C(=O)OCC | 1% | -3% | -1%
OC[C@H]1O[C@@H](n2cnc3c(NC4CCCC4)ncnc32)[C@H](O)[C@@H]1O | 1%&1%&16% | 3%&-28% | 6%&6%
CCN(CC(=O)Nc1c(F)cccc1F)C(=O)c1ccc(C(=O)c2ccccc2)cc1 | -21% | u | 1%[0.505 µM]
COc1ccccc1/C=N/NC(=O)c1ccc(=O)n(C)c1 | -5% | -10% | 5%
COc1ccc(S(=O)(=O)N2CCN(Cc3cccnc3)CC2)cc1 | u | -3% | 3%
Cc1ccc(-c2noc(-c3ccoc3C)n2)cc1 | -11% | u | 3%
Cc1ccc(-c2nnc(CSc3nncn3N)o2)cc1 | 1% | -15% | 4%
O=C(Nc1ccc2ccccc2c1)c1onc2c1CCCC2 | u | u | -7%

Assay outcomes from PubChem BioAssay.
